HTR5A inv ag: inverse agonist of human HTR5A in OPRM1-OPRD1 counter-screen; inhibition, % at 9.3 µM; P47898; hit rate 0.083% among 340,000; HTR5A cell line, luminescence, inverse agonism; in the data active = inhibition mostly above about 23%, no sharp cut-off; inactive = mostly below about 18%;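 also: 0% = cells with DMSO and 100% = no-cell wells with DMSO; some compounds called inactive have numbers as strong as hits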
Target sequence (P47898 whole entry, looked up): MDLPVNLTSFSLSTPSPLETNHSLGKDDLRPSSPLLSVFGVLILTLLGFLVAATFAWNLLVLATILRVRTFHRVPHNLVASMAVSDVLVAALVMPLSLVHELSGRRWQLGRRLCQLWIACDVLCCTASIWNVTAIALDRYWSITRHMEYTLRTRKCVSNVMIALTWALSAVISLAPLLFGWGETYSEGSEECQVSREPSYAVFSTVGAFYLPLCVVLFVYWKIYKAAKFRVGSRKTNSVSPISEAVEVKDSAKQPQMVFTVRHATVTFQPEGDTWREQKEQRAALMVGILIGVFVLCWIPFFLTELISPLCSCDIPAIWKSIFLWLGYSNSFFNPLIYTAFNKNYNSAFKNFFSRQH
OPRM1-OPRD1 inv: inverse agonist of human OPRM1-OPRD1 heterodimerization | hit rate 0.21% among 340,000 | cell-based MOR-DOR heterodimer luminescence, inverse agonism | AID 504357 | inhibition, % at 9.3 µM | P35372+P41143; in the data active = inhibition above about 22%, passing the limit was not always enough;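 also: 0% = cells with DMSO and 100% = wells without cells with DMSO; values of inactives mirror those of a sister screen read the other way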
DSG3 Ab inh: human desmoglein-3 autoantibody binding inhibition; binding (percent of control), % at 10 µM; hit rate 0.48% among 310,000; DSG3-coupled beads, scFv-anti-DSG3-GFP binding, flow cytometry; hits give low values; P32926; AID 588358;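 active = binding more than 3 SD below its plate's average and above zero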;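 also: hits lower antibody fragment binding to DSG3; some compounds called inactive have numbers as strong as hits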
V-ATPase pHluor: regulators of yeast V-ATPase proton transport; hit rate 0.37% among 350,000; S. cerevisiae, pHLuorin cytosolic pH fluorescence; response, % at 10 µM; in the data active = response mostly above about 7.3%, no sharp cut-off; inactive = mostly below about 5.4%; also: actives read high; inactives centre near 0; some compounds called inactive have numbers as strong as hits; reference of the scale not given here
PKA-R2B activ: PKA-R2B complex activation | AID 504700 | PKA-R2B holoenzyme dissociation, Cy5-IP20 fluorescence polarization; R2B truncated from residue 108, S112A mutant; 0% DMSO only, 100% 113 µM cGMP | hit rate 0.079% among 340,000 | activation, % at 11.4 µM;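 active = activation above a cutoff set at the mean over all compounds plus 3 SD, cut at about 18% in these data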;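 also: higher means more holoenzyme dissociation and a rise in polarization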
Target sequence (P31323 whole entry, looked up, other chains not shown, the tested form may be a part): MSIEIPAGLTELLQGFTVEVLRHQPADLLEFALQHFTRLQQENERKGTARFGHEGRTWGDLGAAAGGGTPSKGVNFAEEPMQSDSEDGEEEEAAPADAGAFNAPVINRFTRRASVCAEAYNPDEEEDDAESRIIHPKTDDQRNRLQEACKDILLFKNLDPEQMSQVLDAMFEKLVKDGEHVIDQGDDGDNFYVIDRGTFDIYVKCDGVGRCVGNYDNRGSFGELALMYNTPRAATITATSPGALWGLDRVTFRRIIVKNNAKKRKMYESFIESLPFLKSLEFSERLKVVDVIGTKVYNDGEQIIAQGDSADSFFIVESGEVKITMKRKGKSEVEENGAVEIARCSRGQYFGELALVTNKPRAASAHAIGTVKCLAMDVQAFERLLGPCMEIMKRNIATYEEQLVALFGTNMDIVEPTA
HTR5A ag: HTR5A agonism, opioid heterodimer counter-screen; HTR5A agonist assay, luminescence, cell-based; activation, % at 9.3 µM; hit rate 0.61% among 340,000; AID 504692; in the data active = activation mostly above about 9.5%, no sharp cut-off; inactive = mostly below about 7.6%;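 also: 0% = cells with vehicle only and 100% = reference agonist; strong numbers were not always called active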
Arr AP2 block: human beta-arrestin and AP2 interaction inhibition; FITC-arrestin peptide / GST-AP2 beads, flow cytometry; AP2 beta2 appendage carries R879A mutation; inhibition, % at 10 µM; hit rate 0.31% among 340,000;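 active = inhibition above a set limit, near 3 SD of compounds lacking own fluorescence, cut at about 54% in these data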;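 also: plate controls were DMSO wells for no effect and 5 µM unlabelled arrestin peptide for full effect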
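System: GST-tagged AP2 beta2-adaptin appendage (R879A) on 4 µm glutathione beads / Reagent: FITC-arrestin peptide, 50 nM / Detection: HyperCyt-sampled flow cytometry, FL1 channel, ex 488/em 535 nm / Timing: 12 min plus 1 h, RT / Buffer or medium: PBS plus Tween 20 (0.05%) and BSA (0.1%)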
DAGLB inhibitor: diacylglycerol lipase beta (human) inhibition | Q8NCG7 | HEK293T DAGLB membrane lysate, EnzChek fluorogenic substrate | inhibition, % at 5.17 µM | hit rate 0.059% among 340,000 | AID 504411; in the data active = inhibition above about 34%;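 also: 0% = enzyme with vehicle and 100% = wells lacking enzyme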
OPRM1-OPRD1 ag: agonists of human mu-delta opioid receptor heterodimerization | activation, % at 9.3 µM | AID 504326 | hit rate 0.3% among 340,000 | cells, OPRM1-OPRD1 heterodimerization, luminescence | P35372+P41143; in the data active = activation above about 18%;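 also: 0% = vehicle-treated cells and 100% = reference agonist; values of inactives mirror those of a sister screen read the other way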
PKA-R1A activ: PKA-R1A complex activation. PKA-R1A dissociation, Cy5-IP20 fluorescence polarization; scaled: DMSO 0%, 113 µM cGMP 100%. activation, % at 11.4 µM. hit rate 0.083% among 340,000;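 active = percent activation above the mean of all tested compounds plus 3 SD, cut at about 19% in these data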;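 also: higher means more PKAc released from R1A so a rise in polarization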
Active calls of the source: *; · = no result given.

SMILES	HTR5A inv ag	OPRM1-OPRD1 inv	DSG3 Ab inh	V-ATPase pHluor	PKA-R2B activ	HTR5A ag	Arr AP2 block	DAGLB inhibitor	OPRM1-OPRD1 ag	PKA-R1A activ
COCCn1c(SCC(=O)N2CCC(C)CC2)nc2c(c1=O)SCC2	-11	0	·	-2	3	-2	19	4	-0.1	8
S=C(NCc1ccco1)NC1CCCc2ccccc21 (configuration not stated)	-9	8	115	-2	-10	4	44	8	-1.7	-9
COc1ccc(NC(=O)CC2C(=O)N(c3cccc(OC)c3)C(=O)N2Cc2ccco2)cc1 (configuration not stated)	-5	5	101	-3	-7	2	20	-1	-0.9	-2
CCCN(CCC)S(=O)(=O)c1ccc(C(=O)Nc2nc(-c3ccccc3)c(C(=O)OCC)s2)cc1	0	3	105	-1	-8	-2	-5	1	-0.4	-10
Cc1[nH]c(=O)[nH]c(=O)c1S(=O)(=O)N1c2ccc(F)cc2CCC1C (configuration not stated)	17	8	95	2	-7	3	3	1	-1.5	-4
O=C1/C(=C/c2cccc(F)c2)CSc2sccc21	5	11	101	8	-7	0	33	-3	-2.4	-9
CC(C)Cn1cc(C(=O)NCCCN2CCC(C)CC2)c2c3ccccc3n(C)c2c1=O	-7	4	101	-5	-2	-3	-5	-2	-0.8	-3
O=C(O)c1cn(Cc2ccccc2)nc1-c1cccnc1	7	6	104	0	-4	7	17	2	-1.1	-17
CCN(c1ccccc1)S(=O)(=O)c1ccc(C(=O)Nc2cccc(C)n2)cc1	8	-14	·	-6	5	-3	33	-6	3.5	-15
O=C(CCCN1CCC(c2ccccc2)C1)c1ccc2c(c1)OCCO2 (configuration not stated)	-7	12	106	-4	-8	3	-1	2	-2.1	-17
CC1(C)CC(=O)C(CC(=O)NC(=O)NCc2ccccc2)=C(O)C1	-20	3	104	3	6	1	-8	4	-0.5	-16
CCOC(CNC(=O)CCc1c(C)nc2nc(C)nn2c1C)OCC	6	10	99	3	10	-2	16	-1	-1.7	6
CC1=N/C(=C\c2ccc([N+](=O)[O-])cc2)C(=O)N1c1ccc(F)cc1F	4	-8	87	-4	8	-1	1	0	1.8	7
Cc1cc(N2CCCC2=O)c(N)cc1N	-12	7	126	-3	-15	-2	0	3	-1.1	-6
Cc1ccc(-c2[nH]c(=O)n3ccncc23)s1	-11	-2	104	0	1	6	6	-1	0.3	1
Cc1ccc(C(=O)O)cc1NC(=O)CN1C(=O)C2C3c4ccccc4C(Br)(c4ccccc43)C2C1=O (configuration not stated)	6	6	101	-4	-2	-2	-17	5	-1.2	0
O=C(O)Cc1ccc2c(c1)N(S(=O)(=O)c1cccc(C(F)(F)F)c1)CC(C(=O)O)O2 (configuration not stated)	-13	5	97	1	4	2	-2	-1	-1.0	-7
O=C(NC(=S)NC1CCN(Cc2ccccc2)CC1)c1ccc(F)cc1	-14	-19	92	0	1	4	5	-6	4.0	5
CCOc1ccc(CN2CCNC(=O)C2CC(=O)NCCc2ccccn2)cc1 (configuration not stated)	-4	6	104	1	-4	2	39	-2	-1.0	5
COC(=O)c1[nH]c2cc(C)ccc2c1NC(=O)CN1CCOCC1	14	6	108	-1	2	5	-19	5	-1.1	-8
CNc1nc(N/N=C/c2cc3c(cc2[N+](=O)[O-])OCO3)nc(Nc2ccccc2)n1	-22	-81	98	-1	-3	8	-1	6	18	-11
CCc1cc2c(-c3ccccc3)cc(=O)oc2cc1OC(C)C(=O)NCC1CCC(C(=O)O)CC1 (configuration not stated)	-10	-3	96	3	5	2	-1	0	0.5	-2
COc1cccc(-n2nnnc2SCC(=O)Nc2nc3c(s2)CCCC3)c1	10	-6	106	-1	0	-3	21	2	1.2	-5
O=c1c2ccccc2nc2n1CCc1c-2[nH]c2ccccc12	-29	-40	95	-6	0	14	-9	-2	7.1	-5
COc1ccc(-c2nnc(NC(=O)c3ccccc3[N+](=O)[O-])s2)c(OC)c1	-9	11	109	-1	-8	-4	2	6	-2.1	-6
The listing continues:
SMILES	HTR5A inv ag	OPRM1-OPRD1 inv	DSG3 Ab inh	V-ATPase pHluor	PKA-R2B activ	HTR5A ag	Arr AP2 block	DAGLB inhibitor	OPRM1-OPRD1 ag	PKA-R1A activ
COc1cc(OC)cc(C(=O)Nc2cccnc2)c1	-6	11	105	-1	2	6	7	2	-2.3	4
O=C(c1n[nH]c(=O)c2ccccc12)N1CCN(c2ccc(F)cc2)CC1	9	11	105	-5	0	4	30	1	-1.8	6
CC(=O)c1sc(C(=O)O)c(-c2ccco2)c1-c1ccco1	11	5	100	12	5	2	2	2	-1.0	-5
CCc1cc2c(N=Nc3c(O)[nH]c4ccccc34)ncnc2s1	3	6	92	3	1	-1	2	-1	-1.0	8
Cc1ccn2c(=O)c(NC(=O)c3cccc4ccccc34)c(C)nc2c1	14	17	107	1	-5	-5	7	2	-3.2	-5
O=C(c1cc([N+](=O)[O-])ccc1N1CCCCC1)N1CCCCC1	16	8	102	0	-11	-1	11	2	-1.5	-3
COc1ccc(CCNC(=O)C(=O)NCC2OCCN2S(=O)(=O)c2cccs2)cc1 (configuration not stated)	-44	12	107	-4	1	-3	-2	0	-1.7	3
Cc1cc(OCC(=O)Nc2ccc(N3CCN(C)CC3)cc2)ccc1Cl	13	-51	94	-2	-4	2	0	2	9.8	-6
C=CCNC(=O)CCNS(=O)(=O)c1ccc(Br)cc1	-21	21	97	-10	4	2	-1	0	-3.9	-5
Cc1ccc(CCNC(=O)C2CCN(S(=O)(=O)c3ccc4c(c3)NC(=O)CO4)CC2)cc1	-4	-15	98	-2	6	1	-31	-1	3.0	2
COc1ccc(C2CC(=O)Oc3cc(C)cc(C)c32)cc1 (configuration not stated)	3	4	98	-2	-2	-1	8	-3	-0.7	-2
COc1ccc(CCC(=O)NCc2cn3ccc(C)cc3n2)cc1	2	-9	179	-3	-4	-1	-1	1	1.7	5
CCOC(=O)c1c(NC(=O)CSc2nnnn2-c2ccc3c(c2)OCCO3)sc(C)c1C	-8	4	101	0	2	3	6	0	-0.8	0
COc1ccc(-n2nc(C(=O)NCC(=O)N3CC(C)CC(C)C3)c3ccccc3c2=O)cc1OC (configuration not stated)	-24	9	105	-1	-3	9	0	-1	-1.6	8
COc1cc(/C=C(\C#N)C(=O)Nc2cccc(C(=O)O)c2)ccc1OCc1ccc(C)cc1	16	12	110	1	-13	-6	-2	1	-2.1	-20
Cc1ccc(S(=O)(=O)CCC(=O)Nc2nnc(-c3ccccc3S(C)(=O)=O)o2)cc1	-5	4	101	-1	16	-1	15	1	-0.6	0
CC1CN=C(NS(=O)(=O)c2ccccc2)N1 (configuration not stated)	·	·	110	0	-4	·	·	-7	·	-2
O=C(NCCN1CCOCC1)c1ccc(CS(=O)(=O)Cc2ccccc2F)o1	20	12	97	-3	-2	-8	-2	-2	-2.4	5
CSc1ncc(S(=O)(=O)c2ccccc2)c(=O)[nH]1	-1	12	103	-1	-12	5	1	0	-2.4	-3
Cc1nnc(N(C)C(=O)c2ccc3c(c2)OCO3)s1	-7	5	100	1	-11	2	-2	0	-1.0	-9
Cc1ccc(C)c(S(=O)(=O)N2CCCC2CNC(=O)C(=O)NCc2ccccc2C)c1 (configuration not stated)	4	19	99	-11	-5	1	-4	1	-4.0	-8
CN(c1cccc(NC(=O)c2ccccc2N(C)S(C)(=O)=O)c1)S(C)(=O)=O	3	1	·	3	3	-1	-1	-1	-0.1	7
O=C(N/N=C/c1cccc(OC(=O)c2ccco2)c1)c1ccc(F)cc1	8	1	107	2	7	5	-6	-3	-0.2	2
Cc1occc1C(=O)NNC(=O)Nc1ccc(F)cc1F	-10	16	107	1	-2	2	-3	-1	-3.0	0
O=C(CSc1ncccn1)N1CCN(S(=O)(=O)c2ccccc2)CC1	6	9	102	1	-6	0	-9	4	-1.7	-13

Arranged by molecular weight (high to low): 3 of the compounds above.
SMILES	HTR5A inv ag	OPRM1-OPRD1 inv	DSG3 Ab inh	V-ATPase pHluor	PKA-R2B activ	HTR5A ag	Arr AP2 block	DAGLB inhibitor	OPRM1-OPRD1 ag	PKA-R1A activ
COc1ccc(CCNC(=O)C(=O)NCC2OCCN2S(=O)(=O)c2cccs2)cc1 (configuration not stated)	-44	12	107	-4	1	-3	-2	0	-1.7	3
COc1cc(OC)cc(C(=O)Nc2cccnc2)c1	-6	11	105	-1	2	6	7	2	-2.3	4
CC1CN=C(NS(=O)(=O)c2ccccc2)N1 (configuration not stated)	·	·	110	0	-4	·	·	-7	·	-2

(continued)
SMILES	HTR5A inv ag	OPRM1-OPRD1 inv	DSG3 Ab inh	V-ATPase pHluor	PKA-R2B activ	HTR5A ag	Arr AP2 block	DAGLB inhibitor	OPRM1-OPRD1 ag	PKA-R1A activ
O=C(Nc1nnc(SCC(=O)N2CCCc3ccccc32)s1)c1ccccc1	-15	9	96	-3	-5	0	5	3	-1.8	-16
COc1ccc(NC(=O)CCNC(=O)C2CCN(S(=O)(=O)c3ccc(F)cc3)CC2)cc1OC	-4	13	98	3	-1	2	-9	0	-2.5	-2
CCn1c(=O)c2cc(C(=O)NCCN3CCOCC3)sc2c2ccccc21	-2	14	108	-1	5	0	3	1	-2.4	-1
Cc1ccc(Nc2cc(=O)n(C)c(=O)[nH]2)cc1C	·	·	101	-1	1	·	·	0	·	9
c1cncc(Nc2c3ccccc3nc3ccccc23)c1	0	8	99	-6	-1	0	0	9	-1.6	5
Cc1cc(C)cc(NC(=O)N2CCN(S(C)(=O)=O)CC2)c1	14	7	99	2	8	2	28	0	-1.4	1
CCC(C)n1c(/C=C/c2ccccc2)nc2ccccc21 (configuration not stated)	-5	-15	104	3	-8	2	-1	1	2.0	1
O=C(CNC(=O)c1ccc(Br)o1)NCCc1ccc(F)cc1	14	21	101	7	-12	-6	-14	0	-4.1	-10
O=C(CCNC(=O)c1ccc([N+](=O)[O-])cc1)Nc1ccccc1N1CCOCC1	-21	-2	99	2	-9	-3	-6	-3	0.4	8
O=C(O)C1Nc2c(Cl)cc(Cl)cc2C2C=CCC12 (configuration not stated)	-18	7	100	1	-5	-2	-11	17	-1.4	0
Cc1ccc(Cn2c(=N)n(CC(O)c3ccco3)c3ccccc32)cc1 (configuration not stated)	9	10	117	5	-9	-3	9	-5	-1.9	-10
CN(C)S(=O)(=O)c1ccc(Cl)c(NC(=O)COC(=O)c2ccc3c(c2)NC(=O)CS3)c1	8	6	96	-1	4	5	-6	-1	-1.2	-5
CCN1C(=O)/C(=C\N2CCN(C)CC2)SC1=S	-1	1	106	-4	10	1	0	1	-0.2	5
Cc1ccc(NC(=O)COC(=O)COc2cccc3c2OC(C)(C)C3)cc1C	2	-8	85	1	-8	-1	-1	-1	1.5	-12
CC(=O)OC(C=C(C)C)C/C(C)=C/COc1c2ccoc2cc2oc(=O)ccc12 (configuration not stated)	10	-5	97	-33	0	-3	26	-8	1.2	-7
COc1ccc(OC)c(NC(=O)c2nnn(Cc3ccc(Br)cc3F)c2N)c1	-15	-8	107	3	-1	5	7	-3	1.5	1
O=C(Nc1ccc(Br)cc1)c1ccco1	21	-3	109	-5	-9	4	10	-1	0.5	-8
Cc1ccc(C(=O)NCc2ccc(Cl)c(Cl)c2)o1	1	-4	100	0	-4	-3	-5	-6	0.7	0
CCn1c(-c2ccccn2)nc2cc(S(=O)(=O)N(C)C)ccc21	-3	10	110	0	14	0	15	0	-1.9	3
